PP1 inh: blocks human PP1-alpha phosphatase, a PP5 counter-screen; AID 2235; purified PP1alpha, OMFP fluorescence; 320,000 tested, 0.9% active; inhibition, % at 6.7 µM;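 active = inhibition above the mean inhibition of all tested compounds plus 3 SD, computed separately for each screening campaign, cut at about 15% in these data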
GRK2 inh: human GRK2 inhibition via aptamer displacement. P25098. bead flow cytometry, FAM-aptamer displacement from GRK2. inhibition of aptamer binding, % at 10 µM. 330,000 tested, 0.59% active. AID 488847;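 active = inhibition of aptamer binding above 40%, roughly 3 SD of noise, on plates passing a quality check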;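 note: median bead fluorescence of bound FAM aptamer so fluorescent compounds give negative values; no value below 0 was filed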
core dimer inh: blocks dimerization of HCV core protein; inhibition, % at 5 µM; AID 1899; 300,000 tested, 0.33% active; TR-FRET GST/Flag-core106 dimerization, 1536-well;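 active = inhibition above the mean of all tested compounds plus 3 SD, set per screening campaign, cut at about 45% in these data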
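Assay system: tagged HCV core106 pair (GST and Flag); medium: KF-containing HEPES buffer, pH 7.45, DTT, CHAPS, BSA; also added: Eu donor and XL665 acceptor anti-tag antibodies; dosing: 5 µM single dose; timing: compound-protein-antibody incubation 4 h at 22.5 °C; signal: TR-FRET 671 and 617 nm emission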
PP5 inh: PP5 (human) phosphatase inhibition | P53041 | purified PP5c, OMFP substrate fluorescence | inhibition, % at 6.7 µM | 320,000 tested, 0.18% active | AID 1987;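 active = inhibition above the campaign's mean inhibition across all tested compounds plus 3 SD, cut at about 9.5% in these data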;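 note: 0% = DMSO only and 100% = 100 µM cantharidin control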
VLA-4 inh: inhibition in a human VLA-4 binding assay | 330,000 tested, 0.2% active | P13612 | VLA-4 expressing cells, ligand binding flow cytometry | inhibition, % (about 7 µM as worked out from the volumes in the protocol); in the data active = inhibition above about 50%
procasp3 activ: activates human procaspase-3. P42574. recombinant procaspase-3 D3A, Ac-DEVD-pNA absorbance 405 nm. activation, % at 8.5 µM. 330,000 tested, 0.11% active. AID 463141;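 active = activation above the mean of all tested compounds plus 3 SD, cut at about 21% in these data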;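 note: 0% = DMSO alone and 100% = DMSO wells spiked with extra 5 µM PC-3 D3A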
Target sequence (P42574 whole entry D9A/D28A/D175A): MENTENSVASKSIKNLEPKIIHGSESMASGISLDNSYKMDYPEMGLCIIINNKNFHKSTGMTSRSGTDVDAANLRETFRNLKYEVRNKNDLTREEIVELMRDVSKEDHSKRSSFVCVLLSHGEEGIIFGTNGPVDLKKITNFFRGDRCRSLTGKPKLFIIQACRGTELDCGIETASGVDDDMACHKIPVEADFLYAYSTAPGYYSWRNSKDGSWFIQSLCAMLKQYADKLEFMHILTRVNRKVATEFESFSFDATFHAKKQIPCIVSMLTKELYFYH
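Evaluation: percent activation relative to control range; Material: Procaspase-3 D3A mutant, all three cleavage aspartates alanine; Compound: single dose, 8.5 µM nominal compound, 0.8% DMSO; Replication: one well per compound; Signal: absorbance at 405 nm, 0 and 120 min; Schedule: 1 h preincubation plus 2 h reaction at 25 °C.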
proCasp7 act: activates human procaspase-7, counter-screen for procaspase-3 activators | activation, % at 8.5 µM | 330,000 tested, 0.093% active | recombinant procaspase-7, Ac-DEVD-pNA absorbance 405 nm; D23A/D198A/D206A triple mutant, cannot self-cleave; scale: DMSO 0, 5 µM enzyme 100 | P55210;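 active = percent activation above the screen-wide mean plus 3 SD, cut at about 25% in these data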
Target sequence (P55210 whole entry D23A/D198A/D206A): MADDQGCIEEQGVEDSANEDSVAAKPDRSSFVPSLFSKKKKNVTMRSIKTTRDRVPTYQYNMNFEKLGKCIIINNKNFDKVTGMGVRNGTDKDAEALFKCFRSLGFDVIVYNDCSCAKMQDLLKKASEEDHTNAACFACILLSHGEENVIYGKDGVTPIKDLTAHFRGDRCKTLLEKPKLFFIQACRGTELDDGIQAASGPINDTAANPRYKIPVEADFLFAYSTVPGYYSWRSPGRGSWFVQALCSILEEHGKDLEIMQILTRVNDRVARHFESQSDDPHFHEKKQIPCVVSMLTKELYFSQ
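Test system: Procaspase-7 triple mutant (PC-7 D3A). Also added: Ac-DEVD-pNA substrate, 400 µM as added. Schedule: 1 h enzyme–compound preincubation and 2 h substrate reaction, both 25 °C. Signal: p-Nitroaniline absorbance at 405 nm, read at 0 and 120 min. Control set: low DMSO alone, high DMSO plus 5 µM PC-7.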
JMJD2C inh: human JMJD2C demethylase inhibition | Q9H3R0 | GST-JMJD2C(1-420) H3K9me3 demethylation, DELFIA europium | inhibition, % at 2.35 µM | 330,000 tested, 0.069% active;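 active = more than half of a compound's replicate wells show inhibition beyond 50%, single wells judged on their own value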;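 note: signal counts dimethyl H3K9 product captured on neutravidin plate; 0% = median of DMSO wells and 100% = 0.3 times that DMSO median; strong numbers were not always called active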
Target sequence (Q9H3R0 1-420 limits assumed): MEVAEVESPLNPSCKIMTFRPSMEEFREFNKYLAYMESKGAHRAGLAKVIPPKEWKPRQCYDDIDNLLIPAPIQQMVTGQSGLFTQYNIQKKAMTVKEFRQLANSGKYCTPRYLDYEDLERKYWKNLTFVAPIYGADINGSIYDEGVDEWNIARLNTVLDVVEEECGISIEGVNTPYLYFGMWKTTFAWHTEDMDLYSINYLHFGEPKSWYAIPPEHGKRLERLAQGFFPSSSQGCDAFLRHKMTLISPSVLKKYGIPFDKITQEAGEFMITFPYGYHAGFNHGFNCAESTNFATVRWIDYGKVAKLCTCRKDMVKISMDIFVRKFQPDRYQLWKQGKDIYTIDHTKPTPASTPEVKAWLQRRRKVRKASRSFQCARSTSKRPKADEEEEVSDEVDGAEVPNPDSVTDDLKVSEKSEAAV
Fh CTSL1 inh: blocks F. hepatica cathepsin L1 in PFM18AAP counter-screen | recombinant F. hepatica cathepsin L1, Z-Leu-Arg-MCA fluorescence | inhibition, % at 5.96 µM | 300,000 tested, 0.49% active | AID 1906;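 active = inhibition above the mean of all tested compounds plus 3 SD, set per screening campaign, cut at about 17% in these data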;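 note: 0% = plate median of test compound wells and 100% = 1 µM Z-Phe-Ala-diazomethylketone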
An asterisk follows results filed as active. Not a hit list; about 2.6% have a hit in one of these screens.

For Cc1ccc2nc(N(CCCN(C)C)C(=O)c3ccco3)sc2c1 the results were PP1 inh 3, GRK2 inh 0, core dimer inh -3, PP5 inh 0.4, VLA-4 inh 4, procasp3 activ 9, proCasp7 act 0, JMJD2C inh -6 and Fh CTSL1 inh 0.
Screening COc1ccc(Cn2c(SCC#N)nc3ccc(N4CCOCC4)cc3c2=O)cc1 returned PP1 inh 5, GRK2 inh 4, core dimer inh 3, PP5 inh 2.5, VLA-4 inh -9, procasp3 activ -7, proCasp7 act -3, JMJD2C inh 5 and Fh CTSL1 inh 0.
`CN(C)C(=O)CSc1cnc2ccccc2n1` gave PP1 inh -2, GRK2 inh 1, core dimer inh 3, PP5 inh -2.2, VLA-4 inh 2, procasp3 activ 0, proCasp7 act -6, JMJD2C inh -1 and Fh CTSL1 inh 5.
CC(C)(C)c1ccc(C2(C)NC(=O)N(CC(=O)c3ccc[nH]3)C2=O)cc1 (configuration not stated) was read as PP1 inh -4, GRK2 inh 0, core dimer inh 21, PP5 inh 0.8, VLA-4 inh -2, procasp3 activ 5, proCasp7 act -1, JMJD2C inh 8 and Fh CTSL1 inh 1.
Screening O=C(Nc1nnc(-c2ccncc2)o1)c1ccccc1 returned PP1 inh -1, GRK2 inh 2, core dimer inh 1, PP5 inh 0.7, VLA-4 inh 2, procasp3 activ 3, proCasp7 act 3, JMJD2C inh -6 and Fh CTSL1 inh 5.
For O=C(COc1ccccc1Cl)Nc1ccccc1C(=O)N1CCCCC1 the results were PP1 inh -1, GRK2 inh 1, core dimer inh 1, PP5 inh 2.8, VLA-4 inh 0, procasp3 activ -1, proCasp7 act -2, JMJD2C inh -7 and Fh CTSL1 inh -1.
`CCCn1ncc(CN2CCC(CO)(CC3CCCCO3)CC2)c1C` (configuration not stated) gave PP1 inh -2, GRK2 inh 0, core dimer inh -2, PP5 inh 1.6, VLA-4 inh 3, procasp3 activ -3, proCasp7 act 6, JMJD2C inh 2 and Fh CTSL1 inh 0.
COc1cccc2cc(C(=O)N(C)C)c(=O)oc12 was read as PP1 inh 1, GRK2 inh 1, core dimer inh -4, PP5 inh 0.5, VLA-4 inh 3, procasp3 activ 17, proCasp7 act 3, JMJD2C inh 1 and Fh CTSL1 inh -2.
`S=c1[nH]nc(-c2ccncc2)n1Cc1ccccc1` gave PP1 inh 0, GRK2 inh 2, core dimer inh 4, PP5 inh -0.6, VLA-4 inh 8, procasp3 activ -8, proCasp7 act -10, JMJD2C inh -11 and Fh CTSL1 inh 2.
`COCCNC(=O)C(c1ccco1)N(Cc1ccc(OC)cc1)C(=O)Cn1nnc2ccccc21` (configuration not stated) gave PP1 inh -3, GRK2 inh 0, core dimer inh 2, PP5 inh -1.1, VLA-4 inh 7, procasp3 activ 4, proCasp7 act 7, JMJD2C inh 5 and Fh CTSL1 inh -1.
Fc1ccc(Nc2cccc3nccnc23)cc1 was read as PP1 inh 2, GRK2 inh 0, core dimer inh -9, PP5 inh 2.0, VLA-4 inh -13, procasp3 activ -1, proCasp7 act 0, JMJD2C inh -8 and Fh CTSL1 inh -1.
Screening COc1ccc(C(=O)C2CCCN(C(=O)c3cccs3)C2)cc1F (configuration not stated) returned PP1 inh 8, GRK2 inh 1, core dimer inh -1, PP5 inh -0.6, VLA-4 inh -3, procasp3 activ 8, proCasp7 act 6, JMJD2C inh -10 and Fh CTSL1 inh 1.
`CC(C)Cc1nc2oc3c(Cl)ncnc3c2c2c1CCC2` gave PP1 inh -5, GRK2 inh 0, core dimer inh 8, PP5 inh 2.5, VLA-4 inh 40, procasp3 activ -2, proCasp7 act -4, JMJD2C inh -2 and Fh CTSL1 inh -1.
Screening CC(=O)c1ccccc1NC(=O)CSc1nnc(Cc2csc(C)n2)o1 returned PP1 inh -1, GRK2 inh 0, core dimer inh 1, PP5 inh 0.5, VLA-4 inh 4, procasp3 activ -8, proCasp7 act 5, JMJD2C inh -6 and Fh CTSL1 inh 2.
CCC(C)[C@H](NC(=O)Nc1ccccc1F)C(=O)OC (some centres not stated) was read as PP1 inh -4, GRK2 inh 0, core dimer inh -2, PP5 inh 0.6, VLA-4 inh 17, procasp3 activ 12, proCasp7 act 13, JMJD2C inh -8 and Fh CTSL1 inh -2.
For COc1ccc(C2=CC3=C(Br)C(=O)C(C)(OC(=O)C4CCCC4)C(=O)C3=CO2)cc1 (configuration not stated) the results were PP1 inh -1, GRK2 inh 1, core dimer inh 13, PP5 inh 2.5, VLA-4 inh -10, procasp3 activ -3, proCasp7 act 0, JMJD2C inh 11 and Fh CTSL1 inh 1.
Screening CCOC(=O)c1sc(=NC(=O)c2cc(OC)c(OC)c(OC)c2)n(C)c1C returned PP1 inh -3, GRK2 inh 0, core dimer inh 11, PP5 inh 1.8, VLA-4 inh 2, procasp3 activ 4, proCasp7 act 8, JMJD2C inh 4 and Fh CTSL1 inh -1.
For CC1CCCC(C)N1C(=O)COc1ccc([N+](=O)[O-])cc1Cl (configuration not stated) the results were PP1 inh 2, GRK2 inh 1, core dimer inh -3, PP5 inh -0.7, VLA-4 inh 11, procasp3 activ 4, proCasp7 act 4, JMJD2C inh -3 and Fh CTSL1 inh -1.
For COCCNC(=O)c1ccc(NS(C)(=O)=O)cc1 the results were PP1 inh -8, GRK2 inh 1, core dimer inh -5, PP5 inh 1.4, VLA-4 inh 3, procasp3 activ -1, proCasp7 act 11, JMJD2C inh -14 and Fh CTSL1 inh -1.
Screening O=C(CSc1n[nH]c(-c2ccc(Br)cc2)n1)N1CCOCC1 returned GRK2 inh 20, VLA-4 inh 2, procasp3 activ 1, proCasp7 act -3 and JMJD2C inh -5.
For CC(C)[C@H](NC(=O)c1ccco1)C(=O)OCC(=O)NC12CC3CC(CC(C3)C1)C2 the results were PP1 inh -4, GRK2 inh 2, core dimer inh 1, PP5 inh -0.2, VLA-4 inh -7, procasp3 activ 2, proCasp7 act 5, JMJD2C inh -6 and Fh CTSL1 inh -16.
`COc1ccc(C(=O)N(C)CC2CCN(CCc3cccc(C(F)(F)F)c3)CC2)cc1C` gave PP1 inh -5, GRK2 inh 0, core dimer inh 8, PP5 inh 0.4, VLA-4 inh 12, procasp3 activ 1, proCasp7 act 2, JMJD2C inh 9 and Fh CTSL1 inh 1.
`CC(=O)Nc1ccc(S(=O)(=O)N(C)CC(=O)OCC(=O)Nc2cccnc2Cl)cc1` gave PP1 inh -2, GRK2 inh 1, core dimer inh 9, PP5 inh 1.3, VLA-4 inh -2, procasp3 activ 2, proCasp7 act 3, JMJD2C inh -6 and Fh CTSL1 inh -5.
Screening O=C(c1cc2cc3ccc(Cl)cc3nc2o1)N1CCCCCC1 returned PP1 inh -3, GRK2 inh 2, core dimer inh 2, PP5 inh 1.9, VLA-4 inh 10, procasp3 activ 10, proCasp7 act 4, JMJD2C inh 9 and Fh CTSL1 inh 0.
For Cc1oc(-c2ccccc2)cc1C(=O)Nc1cccc(C(=O)O)c1 the results were PP1 inh -2, GRK2 inh 1, core dimer inh 2, PP5 inh 2.8, VLA-4 inh 5, procasp3 activ -13, proCasp7 act 11, JMJD2C inh -3 and Fh CTSL1 inh 2.
Screening COc1ccc(C(=O)Nc2cc(OC)cc(OC)c2)cc1 returned PP1 inh 6, GRK2 inh 0, core dimer inh 0, PP5 inh 1.4, VLA-4 inh 12, procasp3 activ 3, proCasp7 act -4, JMJD2C inh -9 and Fh CTSL1 inh 4.
`CCOCCCN(C)C1CCN(C(=O)c2oc3ccccc3c2NC(=O)c2ccc([N+](=O)[O-])cc2)CC1` gave PP1 inh 1, GRK2 inh 0, core dimer inh 8, PP5 inh 0.1, VLA-4 inh 10, procasp3 activ 7, proCasp7 act 7, JMJD2C inh -5 and Fh CTSL1 inh 5.
Screening COc1ccc(NC(=O)C(CC(=O)O)C(C)c2ccccc2)cc1 (configuration not stated) returned PP1 inh 3, GRK2 inh 1, core dimer inh -1, PP5 inh 1.0, VLA-4 inh 16, procasp3 activ 6, proCasp7 act 0, JMJD2C inh -2 and Fh CTSL1 inh 2.
`NC(=O)c1ccsc1NC(=O)CS(=O)(=O)c1ccc(Cl)cc1` gave PP1 inh 0, GRK2 inh 2, core dimer inh -6, PP5 inh 0.1, VLA-4 inh 7, procasp3 activ 5, proCasp7 act 5, JMJD2C inh 4 and Fh CTSL1 inh 6.
Screening Cc1cnc(NC(=O)CCN2C(=O)C3CCCCC3C2=O)s1 (configuration not stated) returned PP1 inh -4, GRK2 inh 2, core dimer inh -3, PP5 inh -1.5, VLA-4 inh 0, procasp3 activ -2, proCasp7 act -2, JMJD2C inh 5 and Fh CTSL1 inh 0.
`Cc1cccc(OCC(=O)N2CCN(C(=O)c3ccco3)CC2)c1` gave PP1 inh 0, GRK2 inh 8, core dimer inh -7, PP5 inh 0.4, VLA-4 inh -7, procasp3 activ -2, proCasp7 act -6, JMJD2C inh -2 and Fh CTSL1 inh 12.
CCCCn1c(=O)c(-c2ccccc2)c(O)c2ccccc21 was read as PP1 inh -6, GRK2 inh 5, core dimer inh 1, PP5 inh 2.6, VLA-4 inh 3, procasp3 activ -1, proCasp7 act 5, JMJD2C inh 5 and Fh CTSL1 inh -1.
O=C1C=C(c2ccccc2)OC(c2ccccc2)O1 (configuration not stated) was read as PP1 inh 0, GRK2 inh 0, core dimer inh -2, PP5 inh 6.3, VLA-4 inh 0, procasp3 activ 4, proCasp7 act 0, JMJD2C inh 0 and Fh CTSL1 inh -1.
Screening Cc1ccc(CNC(=O)C2CCCN(c3nc4ccsc4c(=O)s3)C2)cc1 (configuration not stated) returned PP1 inh -1, GRK2 inh 3, core dimer inh 5, PP5 inh -1.9, VLA-4 inh 0, procasp3 activ -1, proCasp7 act 5, JMJD2C inh 5 and Fh CTSL1 inh 2.
For CC(C)(C)NC(=O)CN(Cc1cccs1)C(=O)c1csnn1 the results were PP1 inh -2, GRK2 inh 0, core dimer inh -6, PP5 inh 0.0, VLA-4 inh 5, procasp3 activ -3, proCasp7 act 1, JMJD2C inh -2 and Fh CTSL1 inh -3.
For Cc1csc(SCC(=O)Nc2cc([N+](=O)[O-])ccc2F)n1 the results were PP1 inh -2, GRK2 inh 0, PP5 inh 2.6, VLA-4 inh 7, procasp3 activ 5, proCasp7 act 5 and JMJD2C inh 1.

Nothing new here: an excerpt of the list.
O=C1C=C(c2ccccc2)OC(c2ccccc2)O1 (configuration not stated) was read as PP1 inh 0, GRK2 inh 0, core dimer inh -2, PP5 inh 6.3, VLA-4 inh 0, procasp3 activ 4, proCasp7 act 0, JMJD2C inh 0 and Fh CTSL1 inh -1.
Screening Cc1ccc(CNC(=O)C2CCCN(c3nc4ccsc4c(=O)s3)C2)cc1 (configuration not stated) returned PP1 inh -1, GRK2 inh 3, core dimer inh 5, PP5 inh -1.9, VLA-4 inh 0, procasp3 activ -1, proCasp7 act 5, JMJD2C inh 5 and Fh CTSL1 inh 2.
